# TDP1 cell noCPT = qHTS for Inhibitors of human tyrosyl-DNA phosphodiesterase 1 (TDP1): qHTS in cells in absence of CPT; DT40 Tdp1-/- hTDP1 cells, no CPT, ATP luminescence, 48 h; Potency, µM (top dose mostly 46.2 µM), for inactives: at the top dose activity change, negative = growth inhibition, most hits filed as inhibitors; 420,000 compounds, 15% hits; AID 686978, 2013; note: nearly all actives have a fitted effect of over 55% in size
#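 Chicken DT40 Tdp1-/- cells complemented with human TDP1, screened without camptothecin (DMSO vehicle only), 400 cells/well. Compounds pin-transferred, cells incubated at 37 °C for at least 48 hr. Growth read as ATP-dependent luminescence (CellTiter-Glo, 30 min at RT).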
# TDP1 inh = qHTS Assay for Inhibitors of Tyrosyl-DNA Phosphodiesterase (TDP1); Tyrosyl-DNA phosphodiesterase 1 (Homo sapiens), Q9NUW8; recombinant TDP1, AlphaScreen DNA substrate cleavage; Potency, µM (doses to about 130 µM), inactives show at the top dose activity change, negative = inhibition, actives largely listed as inhibitors; 350,000 compounds, 0.28% hits; AID 485290, 2010; note: nearly all actives have a fitted effect of over 40% in size
# Target sequence (Q9NUW8 whole entry, looked up): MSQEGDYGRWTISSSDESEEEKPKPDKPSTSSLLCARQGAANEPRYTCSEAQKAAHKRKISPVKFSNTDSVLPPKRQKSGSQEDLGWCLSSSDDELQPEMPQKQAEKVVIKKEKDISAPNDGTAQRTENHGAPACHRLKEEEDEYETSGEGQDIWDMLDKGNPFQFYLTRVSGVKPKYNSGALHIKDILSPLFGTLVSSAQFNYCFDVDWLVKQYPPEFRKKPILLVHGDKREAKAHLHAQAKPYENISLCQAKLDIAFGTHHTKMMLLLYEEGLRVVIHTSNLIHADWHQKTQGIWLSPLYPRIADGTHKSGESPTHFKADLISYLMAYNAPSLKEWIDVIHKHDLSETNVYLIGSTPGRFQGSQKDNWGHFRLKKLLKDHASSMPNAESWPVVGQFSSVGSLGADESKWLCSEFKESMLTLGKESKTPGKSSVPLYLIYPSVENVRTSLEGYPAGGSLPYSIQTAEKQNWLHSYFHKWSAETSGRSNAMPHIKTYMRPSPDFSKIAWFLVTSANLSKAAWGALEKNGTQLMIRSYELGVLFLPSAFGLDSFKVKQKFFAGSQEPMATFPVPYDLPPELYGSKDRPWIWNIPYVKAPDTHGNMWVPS
#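 AlphaScreen read-out: signal falls as enzyme removes the 3' tyrosine-FITC from a 5'-biotinylated DNA oligo (15 nM, 5 min, RT). Enzyme was E. coli-made recombinant Tdp1 at 1 nM, exposed to compound for 15 min beforehand; beads 10 ug/ml, 10 min.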
# KAT2A inh = qHTS Assay for Inhibitors of GCN5L2. GCN5L2 HAT assay, ThioGlo1 CoA-SH fluorescence. 390,000 compounds, 0.21% hits. AID 504327, 2011. Potency, µM (series often up to 58.9 µM), without a hit: top-dose activity change, negative = inhibition, usual class: inhibitors. Histone acetyltransferase KAT2A (Homo sapiens), Q92830
#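 Enzyme at 20nM final was mixed with library compounds for 15 min at room temperature. Peptide H3(1-25) at 75uM, acetyl-CoA at 70uM and ThioGlo1 at 50uM were then added. Plates were read immediately and after 20 min (Ex340nm/Em540nm).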
# * hit, by the source's call; ? = inconclusive; . = no result given; & = joins results of further samples; [ ] = another dose, or the depositor's remark. Calls come from the whole dose curve; as a rule, active = well fitted curve in the direction sought with a large enough effect; inconclusive = small, poorly fitted or top-dose-only effect, or another doubt; inactive = no such curve, though single readings can be large; an effect the other way counts as inactive or inconclusive. % is set by controls: 0 for no effect and ±100 for the full control effect; potency is the fitted concentration of half-maximal effect. Not all compounds are listed; the hit share may differ from the screen's.
structure	TDP1 cell noCPT	TDP1 inh	KAT2A inh
C/C(CC(=O)NC12CC3CC(CC(C3)C1)C2)=N\NC(=O)c1cnccn1	0%	3%	-7%
Cc1ccc(C(=O)OCC(=O)c2ccc[nH]2)s1	6%	5%	0%
CCOc1ccc(N2C(=O)CC(NCc3ccc(F)cc3)C2=O)cc1 (stereo unspecified)	17%	4%	-3%
CC1CCCC(C)N1C(=O)CSc1nnc(C2CCCCC2)o1 (stereo unspecified)	?	-3%	7%
COc1ccc(C)cc1NC(=O)CSc1nnc(CC(=O)Nc2ccccc2F)n1C	-10%	8%	-6%
O=C(O)c1ccc(Oc2ccc(S(=O)(=O)c3ccc(C(=O)O)c(C(=O)O)c3)cc2)cc1	0%	-16%	1%
CCCCCCc1cc2cc(C(=O)Nc3ccccc3)c(=O)oc2cc1O	3.7µM*	5%	-1%
CN(CC(=O)N1CCCC1)S(=O)(=O)c1cccc(Cl)c1	-16%	.	-6%
CCCC(C(=O)NC(C)(C)C)N(Cc1ccc(F)cc1)C(=O)c1snc(C(N)=O)c1N (stereo unspecified)	?	.	-5%
Cc1ccc(S(=O)(=O)N2CCOCC2)cc1NC(=O)CN1C(=O)NC2(CCCC2)C1=O	-12%	-8%	0%
CCCN1CCN(CCCNC(=O)Cn2nc(-c3ccc(Cl)cc3)ccc2=O)CC1	4%	3%	-1%
Cc1ccc(C(=O)NC(C#N)=C(Cl)Cl)cc1	2.3µM*	5%	-3%
COc1ccc(CCNC(=O)C2CCN(C(=O)c3ccc(Cl)cc3)CC2)cc1	-27%	.	-1%
COc1ccc2c(c1)CC[C@@H]1[C@@H]2CC[C@]2(C)[C@@H](C(=O)O)C[C@@H]12	-6%	-5%	-1%
COc1ccccc1Cn1cc(C(=O)c2ccc(Cl)cc2)c(=O)c2cc3c(cc21)OCCO3	?	3%	-1%
O=C(NCCN1C(=O)S/C(=C\c2ccccc2)C1=O)c1cc(S(=O)(=O)N2CCOCC2)c(Cl)cc1Cl	4.1µM*	-1%	4%
Nc1nc(SCc2ccccc2Cl)nc2nc3c(cc12)CCCC3	-8%	-4%	2%
C=CCC1(CC=C)CCCN1C(=O)c1cc(COc2cncc(Cl)c2)on1	.	-1%	?
CCOCCCNC(=O)c1ccc2c(c1)N=C(CC)c1cc(Br)ccc1S2	0.033µM*	5%	-10%
Cc1cnc(CNc2cc(-c3ccccc3C)ncn2)cn1	-4%	.	-12%
Cc1ccnc(NS(=O)(=O)c2ccc(N3C(=O)c4c(Cl)c(Cl)c(Cl)c(Cl)c4C3=O)cc2)n1	6%	2%	33%
COCCNC(=O)[C@@]1(C)C=C[C@@H](Cc2ccccc2)N1C(=O)c1ccccc1	?	7%	2%
O=C(Nc1cccnc1)Nc1ccc(Cl)cc1Cl	?	-4%	-10%
Cn1c(N)nc2nc(CCc3ccccc3)c(=O)[nH]c2c1=O	10%	13%	-7%
CC(C)C(NS(=O)(=O)c1cc(C(=O)O)ccc1Cl)C(=O)O (stereo unspecified)	0%	8%	-9%
CC(NC(=O)Cc1ccc(NC2=NC3CS(=O)(=O)CC3S2)cc1)c1ccccc1 (stereo unspecified)	-5%	.	-18%
CC1CCN(c2ncnc3nc[nH]c23)CC1	?	5%	-2%
CC(=O)Nc1ccc(OCC(O)Cn2ccnc2)cc1 (stereo unspecified)	13%	3%	1%
CCOC(=O)CC(=O)Nc1ncnc2c1C(c1ccccc1)c1c(ccc3ccccc13)O2 (stereo unspecified)	.	1%	0%
CC(C)(C)OC(=O)N1CCC(c2c(C(=O)NCCN3CCOCC3)cnn2-c2cccc(Cl)c2)CC1	?	-1%	-15%
CCOc1ccc(NC(=O)c2cc3nc(-c4ccc(OC)cc4)cc(C(F)(F)F)n3n2)cc1	-27%	-1%	-5%
CC(C)CCN1C(=O)c2ccc(C(=O)NCC3CCCO3)cc2C1=O (stereo unspecified)	-25%	-3%	-3%
OCCOc1cccc(CN2CCC(CO)(CCOc3ccccc3)CC2)c1	-15%	-2%	1%
CCC(C)COC(c1ccccc1)(c1ccccc1)C(Oc1nc(C)cc(C)n1)C(=O)O (stereo unspecified)	-10%	6%	-16%
CCN(CC(=O)NCc1ccc(Cl)cc1)C(=O)CSc1ccc(F)cc1	?	.	5%
Cc1ccc(C)n1CCN1CCN(C(=O)CSc2nc3ccccc3nc2N2CCOCC2)CC1	-28%	5%	-6%
CC(=O)N1CCc2c(sc(NC(=O)CCS(=O)(=O)c3ccc(C)cc3)c2C#N)C1	?	-9%	-2%
CC(=O)Nc1cc(C(=O)OCC(=O)c2ccc(Cl)cc2Cl)ccc1C	-4%	6%	-24%
COc1cc(C)c(-c2cc(C(=O)O)c(C)o2)cc1C(C)C	-3%	5%	-4%
CCCCNC(=O)COC(=O)CCC(=O)c1ccc(F)cc1	-5%	1%	1%
O=C(CSc1nnc2scc(-c3ccccc3)n12)Nc1ccc2c(c1)OCCO2	?	9%	-10%
O=S(=O)(Nc1ccc(Cl)nn1)c1ccccc1	-5%	-2%	-1%
COc1ccc(OC)c2c1sc(=NC(=O)C1CC1)n2C	-24%	4%	-3%
Cc1ccnc(N2CCCC(C(=O)NCc3cccs3)C2)n1 (stereo unspecified)	-3%	-1%	0%
Cn1cnnc1Sc1cc(N2CCN(S(=O)(=O)c3ccc4ccccc4c3)CC2)ccc1[N+](=O)[O-]	?	3%	-3%
CCOc1ccc(C2C(C(=O)Nc3ccccc3)=C(C)Nc3nc(SCc4cc(C)ccc4C)nn32)cc1 (stereo unspecified)	-3%	4%	-4%
Clc1nc(-c2ccccc2)cc(-c2ccccc2)n1	-24%	-3%	-12%
CCOC(=O)c1cn(CC)c2c(ccc3ccccc32)c1=O	?	.	-23%
CCC(C(=O)NCCc1ccco1)n1nc(C)c2c(C)n(-c3ccccc3)nc2c1=O (stereo unspecified)	12%	2%	-4%
O=C(NCCCN1CCN(c2ccc(F)cc2)CC1)c1ccc2nc(Cc3ccccc3)oc2c1	21µM*	8%	-6%

# Next part
structure	TDP1 cell noCPT	TDP1 inh	KAT2A inh
C=CCn1c2ccccc2c(=O)c2cc(C#CC3(O)CCCCC3)ccc21	18µM*	.	-16%
CN1CCN(c2nc3c(S(=O)(=O)c4ccc(Cl)cc4)nnn3c3ccsc23)CC1	?	5%	-1%
O=C(NC1CCCCC1)c1cccc2c1C(=O)c1ccc(-c3ccc(OC(F)(F)F)cc3)cc1S2(=O)=O	9.2µM*	3%	-1%
CCn1c(SCC(=O)NNC(=O)Cc2ccccc2)nnc1-c1ccncc1	-18%	3%	-7%
Clc1ccc(-c2ccc(CN3CCCCC3)o2)cc1	?	.	-4%
CCCCCN1CSC(=S)N(Cc2ccccc2)C1	3.7µM*	0%	-6%
CC(Oc1ccc(Cl)cc1Cl)C(=O)NNC(=O)c1ccncc1 (stereo unspecified)	-9%	.	1%
CCOc1ccc(OCC)c(NC(=O)CN(c2ccc(C)cc2)S(=O)(=O)c2c(C)noc2C)c1	23µM*	2%	-10%
CN1C(=O)C2C(c3ccc(N(C)C)cc3)=NN(Cc3ccccc3)C2C1=O (stereo unspecified)	2%	8%	-2%
Cc1ccc(NC(=O)CSc2nc3c(c(=O)[nH]2)CCCC3)cc1C	7%	1%	0%

# Single values from the list.
# CCCCCN1CSC(=S)N(Cc2ccccc2)C1 in TDP1 cell noCPT has 3.7µM*
# CCOc1ccc(OCC)c(NC(=O)CN(c2ccc(C)cc2)S(=O)(=O)c2c(C)noc2C)c1 in KAT2A inh has -10%
# CN1CCN(c2nc3c(S(=O)(=O)c4ccc(Cl)cc4)nnn3c3ccsc23)CC1 in TDP1 inh has 5%

# The results go on:
structure	TDP1 cell noCPT	TDP1 inh	KAT2A inh
Cc1ccccc1C(=O)N1CCC(C(=O)N(CC(C)C)c2c(N)n(CC(C)C)c(=O)[nH]c2=O)CC1	6%	2%	-6%
O=C(O)c1ccc(N=c2oc3cc(O)ccc3cc2C(=O)NCc2ccccc2)cc1	-17%	0%	-7%
CCc1ccc2c(CN3CCN(S(=O)(=O)c4ccc5c(c4)OCCO5)CC3)cc(=O)oc2c1	?	4%	-5%
NC(=O)COC(=O)C1CSC2(c3ccc(F)cc3)CCC(=O)N12 (stereo unspecified)	?	-8%	-4%
O=C1CN(C(=O)c2ccc(Cl)c(S(=O)(=O)N3CCc4ccccc43)c2)c2ccccc2N1	21µM*	.	-16%
O=C1OCC2=C1C(c1ccccc1)CC(=O)N2c1cccc(F)c1 (stereo unspecified)	-21%	6%	-2%
O=C1CCCC2=C1Sc1ccc(Cl)cc1N2	?	.	-1%
Cc1cccc(C)c1NC(=O)COC(=O)C1Cc2ccccc2CN1C(=O)c1ccccc1 (stereo unspecified)	?	.	-4%
CCOc1ccccc1NC(=O)CSc1cc(=O)n(CC)c2ccccc12	?	6%	6%
N#C/C(=N\Nc1ccc(Cl)cc1)C(=O)c1ccccc1	10µM*	10%	-1%

# 4 compounds picked at random from those above:
structure	TDP1 cell noCPT	TDP1 inh	KAT2A inh
O=C1CCCC2=C1Sc1ccc(Cl)cc1N2	?	.	-1%
O=C1OCC2=C1C(c1ccccc1)CC(=O)N2c1cccc(F)c1 (stereo unspecified)	-21%	6%	-2%
O=C1CN(C(=O)c2ccc(Cl)c(S(=O)(=O)N3CCc4ccccc43)c2)c2ccccc2N1	21µM*	.	-16%
N#C/C(=N\Nc1ccc(Cl)cc1)C(=O)c1ccccc1	10µM*	10%	-1%

# (further entries)
structure	TDP1 cell noCPT	TDP1 inh	KAT2A inh
COc1cc(C(=O)Nc2ccc3c(c2)OCCO3)c(-n2cnnn2)cc1OC	-13%	3%	-1%
COc1ccccc1NC(=O)CN(c1ccccc1)S(=O)(=O)c1ccccc1	-24%	.	-9%
CCN(CC)c1ccc(/C=N/NC(=O)c2cccc(S(=O)(=O)Nc3ccccc3OC)c2)c(O)c1	2.9µM*	11%	?
CN(CCOc1ccccc1)C(=O)c1cc(-c2ccco2)nc2ccccc12	?	-10%	?
Cc1cccc(C)c1NC(=S)/C(=C(\[O-])c1cccs1)[n+]1ccccc1	?	3%	-2%
CCOc1ccc(S(=O)(=O)N2CCCCC2)cc1NS(=O)(=O)c1cccs1	1%	2%	1%
c1ccc(Cn2ncc3c(NCc4ccco4)ncnc32)cc1	?	2%	-1%
CC(=O)Nc1c2c(nn1-c1ccc(C)cc1)CSC2	-1%	2%	-1%
CCOc1ccc(NC(=O)c2ccc(F)c(S(=O)(=O)N(Cc3ccc(C(=O)OC)cc3)Cc3ccc(OC)c(OC)c3)c2)cc1	-24%	5%	-6%
Cn1ccnc1/C(=N\NC(=O)c1ccc(O)cc1)c1cccc([N+](=O)[O-])c1	-11%	.	-6%
O=C(Nc1ccccc1)c1sc2cc(C(F)(F)F)cnc2c1-c1cccs1	12µM*	0%	-2%
Cc1ccc(NCc2nc3ccccc3n2C)c(C)c1	?	.	0%
O=C(C[C@@H]1C/C=C\CC[C@H](Cc2ccc(F)cc2)C(=O)OC[C@@H](Cc2ccccc2)NC1=O)NCCO	?	3%	-4%
Cc1c(NC(=S)N/N=C/c2cc([N+](=O)[O-])ccc2O)c(=O)n(-c2ccccc2)n1C	?	9%	-27%
CCOc1ccccc1NC(=O)c1ccc(S(=O)(=O)N(C)C)cc1	-17%	4%	-1%
O=C(COC(=O)c1cccc2ccccc12)NCCCc1ccccc1	-24%&-7%	-3%&3%	-1%
COCCNC(=O)c1ccc2c(=O)n(CCc3ccccc3)c(SCC(=O)CC(=O)OC)nc2c1	21µM*	0%	-6%
CN(c1ccc(C(=O)Nc2ccc(Cl)cn2)cc1)S(=O)(=O)c1ccccc1	21µM*	0%	19%
CC(=O)OCC1OC(OC(C)=O)C(NC(=O)c2cccnc2)C(OC(C)=O)C1OC(C)=O (stereo unspecified)	?	1%	-1%
CCCCCCc1cc2cc(-c3nnc(-c4ccc(C)cc4)o3)c(=O)oc2cc1O	?	-2%[12.3 µM]	26%
O=C(O)C1C2C=CC(C2)C1C(=O)Nc1ccc(C(=O)N2CCCCC2)cc1 (stereo unspecified)	-11%	0%	-12%
Cc1c(NCc2ccccc2O)c(=O)n(-c2ccccc2)n1C	26%	.	-6%

# Compound activity from PubChem BioAssay.
